Screening data from PubChem.
GPR55 beta-arrestin = selective activators of receptor GPR55 – imaging, U2OS cells, beta-arrestin-GFP redistribution, primary screen (AID 1961); activation, % at 10 µM, or EC50 in µM where a hit was titrated; hit rate 0.048% among 290,000; U2OS GPR55 beta-arrestin-GFP redistribution imaging; higher % means a stronger effect;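 active = activation above 40% with more than 50 cells counted in the well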;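 also: U2OS osteosarcoma cells stably expressing GPR55 and beta-arrestin-GFP; plate controls were DMSO negative control for no effect and LPI positive control for full effect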
Yfh1-off respiration = mitochondrial function rescue without frataxin homolog – Friedreich's ataxia, plus single-dose screen, dose response (AID 1465); S. cerevisiae Yfh1-off respiration, WST-1 reduction, 72 h; higher fold induction means a stronger effect; one-dose fold induction at 50 µM; EC50 in µM for titrated hits; hit rate 0.074% among 220,000;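 active = fold induction of absorbance versus untreated yeast above a set limit, then at least 30% activation at any dose in follow-up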;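 also: activators that raise dye reduction in frataxin-depleted yeast; strong numbers were not always called active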
KOR beta-arrestin-1 = kappa opioid receptor activators – cell-based, luminescence, uHTS, primary screen (AID 1777). KOR beta-arrestin recruitment, luminescence; higher % means a stronger effect. one-dose activation, % at 10 µM; EC50 in µM for titrated hits. hit rate 0.02% among 280,000; in the data active = activation above about 50%, passing the limit was not always enough; also: a part of the inactive calls stands beside numbers as strong as those of hits
ER stress rescue = rescue of cells from ER stress-induced death, primary screen, 384-well, CSM14.1, thapsigargin, ATP luminescence (AID 1222). CSM14.1 thapsigargin-induced death rescue, ATP luminescence; higher % means a stronger effect. cellular ATP content (survival), % at 20 µM; hits with a dose series show EC50 in µM. 190,000 tested, under 10 active;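 active = EC50 below 50 µM in the dose-response confirmation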;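 also: death triggered by thapsigargin at about 15 µM added after 2 h compound pretreatment; cell ATP read after overnight thapsigargin exposure of roughly 18 to 22 hours; normalized against plate controls of thapsigargin alone and 5% DMSO vehicle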
NOD2 inhibition = inhibition of NOD2-driven NF-kB reporter – cell-based, luminescence, uHTS, HEK293 (AID 1566); HEK293 NOD2/NF-kB luciferase reporter, luminescence; higher % means a stronger effect; inhibition, % at 4 µM, or EC50 in µM where a hit was titrated; hit rate 0.63% among 290,000; also: many of its hits are not listed in these tables
KOR beta-arrestin-2 = KOR antagonists, beta-arrestin recruitment, cell-based, luminescence, uHTS (AID 1778). KOR beta-arrestin recruitment, luminescence, antagonist mode; higher % means a stronger effect. inhibition, % at 10 µM, or IC50 in µM where a hit was titrated. hit rate 0.091% among 290,000; also: strong numbers were not always called active
TNAP activation fold = human TNAP enzyme activators, primary screen, biochemical, luminescent, no phosphate acceptor, uHTS (AID 1001); purified TNAP, luminescent activation assay, no phosphate acceptor; higher activation fold means a stronger effect; activation fold at 20 µM, or EC50 in µM where a hit was titrated; hit rate 0.03% among 200,000; in the data active = activation fold from about 3, or a potency from the dose series; inactive = the rest, 99 in 100 with activation fold below about 1.6; also: many of its hits are not listed in these tables
NOD1 inhibition = inhibition of NOD1-driven NF-kB reporter – cell-based, luminescence, uHTS, primary screen (AID 1578); hit rate 1% among 290,000; NOD1-driven NF-kB luciferase reporter cells, luminescence; higher % means a stronger effect; inhibition, % at 4 µM; hits with a dose series show EC50 in µM; in the data active = inhibition mostly above about 36%, no sharp cut-off; inactive = mostly below about 34%;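 also: HEK-293T reporter cells stimulated with the NOD1 agonist gamma-tri-DAP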
NTR1 agonist = NTR1-driven beta-arrestin-GFP spot formation – imaging, U2OS cells, high content, primary screen (AID 493036). agonist mode. activation, % at 20 µM. hit rate 0.17% among 330,000;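 active = activation at or above 40% of the spot to cytoplasm intensity ratio, with at least 20 cells analyzed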;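 also: 0% = DMSO without peptide and 100% = 100 nM NTR1 peptide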
Target sequence (P30989 whole entry, looked up): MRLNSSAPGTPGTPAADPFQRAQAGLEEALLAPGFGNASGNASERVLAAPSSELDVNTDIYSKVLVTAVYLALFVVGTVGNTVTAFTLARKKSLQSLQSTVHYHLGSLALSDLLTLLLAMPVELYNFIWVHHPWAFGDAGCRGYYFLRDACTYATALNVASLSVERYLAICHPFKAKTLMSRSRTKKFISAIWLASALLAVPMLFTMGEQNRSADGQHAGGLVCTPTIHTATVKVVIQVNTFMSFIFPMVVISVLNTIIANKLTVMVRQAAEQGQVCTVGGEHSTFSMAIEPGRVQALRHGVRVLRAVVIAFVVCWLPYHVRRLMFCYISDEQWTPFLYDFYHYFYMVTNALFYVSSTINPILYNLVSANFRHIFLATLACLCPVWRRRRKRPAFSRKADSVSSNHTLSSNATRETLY
NTR1 agonist cell count 20 µM = also measured in NTR1 agonist; calls as there; cell count; measured here: cell count, cytotoxicity flag
* marks the source's active call; other numbers are inactive results; i = inactive; x = no result given; [ ] = remark or other dose. Rule as the data show it, unless noted: active = inhibition above about 50%; inactive = the rest. The list is partial, so the mix of outcomes need not match the whole.

SMILES	GPR55 beta-arrestin	Yfh1-off respiration	KOR beta-arrestin-1	ER stress rescue	NOD2 inhibition	KOR beta-arrestin-2	TNAP activation fold	NOD1 inhibition	NTR1 agonist	NTR1 agonist cell count 20 µM
CN(C)S(=O)(=O)c1cccc(-c2cn3cc(Cl)ccc3n2)c1	0.6%	i	-8.0%	-1.0%	4%	-21%	1	-35%	2.3	52
c1cn2cc(CN3CCOCC3)nc2s1	-0.2%	i	-0.6%	1.6%	1%	-2%	1.1	-28%	-0.5	66
CCC(=O)c1ccccc1OCCCCn1cncn1	0.3%	x	-2.7%	x	6%	1%[20 µM]	x	-24%	-0.3	43
O=C(CSc1nnc(-c2cccs2)o1)OCc1ccccc1	0.5%	i	-11%	-0.2%	7%	-26%	1.1	10%	0.4	62
CCOC(=O)c1c(C)[nH]c(C)c1S(=O)(=O)NC1CCN(C(=O)OCC)CC1	0.2%	x	-3.8%	x	11%	-1%	x	-8%	2.9	55
Cc1ccc(-n2nc3c(c2NC(=O)C(C)C)CS(=O)(=O)C3)cc1	-0.1%	x	0.4%	x	10%	-15%	x	-3%	-0.8	46
CCN(Cc1ccccc1)C(=O)Cn1c(=O)n(CCC(=O)N2CCCCC2)c(=O)c2sccc21	-0.2%	x	-2.9%	x	2%	-40%	x	-36%	-0.1	52
O=C(O)c1ccc(NC(=O)c2ccc(COc3ccccc3)o2)cc1	0.0%	x	-6.7%	x	16%	-14%	x	0%	-0.5	84
COc1ccc(S(=O)(=O)NC2CCSc3ccccc32)cc1OC (configuration not stated)	-0.1%	x	-0.3%	x	12%	0%	x	-8%	2.8	46
O=C(N/N=C/c1cccc([N+](=O)[O-])c1O)C(O)(c1ccccc1)c1ccccc1	-0.3%	x	-0.5%	x	10%	-24%	x	40%	0.7	55
CS(=O)(=O)c1ccc2sc(NC(=O)c3cc4ccccc4o3)nc2c1	-0.1%	i	-1.4%	x	-36%	4%	x	-9%	0.2	66
Cc1ccc(-c2nnnn2C2C/C(=N\NC(N)=S)C3OCC2O3)cc1 (configuration not stated)	0.1%	i	-6.7%	-0.9%	4%	-1%	1.1	-29%	-1.3	67
CCOc1ccc(S(=O)(=O)Nc2nc3ccccc3nc2Nc2ccc(N3CCOCC3)cc2)cc1	-0.1%	i	18%	-1.7%	12%	2%	1	-24%	0.7	43
CCOC(=O)Cc1c(C)nc2c(-c3ccccc3)c[nH]n2c1=O	-0.2%	x	0.1%	-1.6%	10%	-36%	1	-7%	-0.8	48
CC(C)(C)c1ccc(C(=O)NCC(=O)OCc2ccc([N+](=O)[O-])cc2)cc1	-0.3%	i	-5.7%	-1.8%	8%	1%	1	-18%	2.2	56
COc1cccc(C=Nc2cc(C)on2)c1O	0.2%	i	-0.8%	2.9%	7%	30%	1	-20%	1.7	87
O=C(CCl)N(c1ccccc1)C1CCS(=O)(=O)C1 (configuration not stated)	-0.3%	i	-3.8%	5.5%	2%	2%	1.1	93%*	0.4	55
O=C(c1cc(-c2ccco2)on1)N1CCOCC1	-2.3%	i	1.0%	-1.1%	-10%	8%	1.1	7%	-1.0	60
CCOCCOC(=O)C(C)Oc1ccc(Oc2nc(Cl)ccc2Cl)cc1 (configuration not stated)	-0.6%	i	-0.5%	-0.5%	18%	-20%	1	8%	-0.5	28
CC(C)OCCCNC(=O)NC(=O)c1ccc(Cl)cc1	-0.2%	i	1.5%	-0.7%	-24%	-179%	1.1	-38%	0.0	58
COc1ccc(OC)c(NC(=O)CN(Cc2ccccc2)S(C)(=O)=O)c1	-0.2%	i	2.5%	-1.7%	5%	-12%	1.1	-9%	-0.3	51
Cc1ccc(C)c(C(=O)NC(C)c2ccc(-n3ccnc3)cc2)c1 (configuration not stated)	0.8%	x	-5.0%	x	9%	29%	x	10%	-0.2	73
Nc1nc2c(Cl)cc(Cl)cc2s1	-0.3%	i	-0.2%	0.3%	-8%	-32%	1.1	-19%	1.4	54
CCOC(=O)c1c(N)sc(N)c1C(=O)OCC	-0.2%	i	-1.3%	1.6%	12%	6%	1.2	-11%	0.3	60
COC(=O)/C(C#N)=C\c1c(OC)[nH]c2ccccc12	0.0%	i	-5.0%	x	8%	8%	x	-3%	6.7	49
COc1ccc(-c2nn(CCC#N)cc2C(=O)Nc2cccc(C(=O)O)c2)cc1OC	0.3%	x	7.0%	x	-1%	-27%[20 µM]	x	6%	0.9	77
CC1CCN(S(=O)(=O)c2ccc(NC(=O)c3ccncc3)cc2)CC1	1.1%	x	-5.1%	x	50%	15%	x	22%	-0.8	61
NC(=O)c1ccc(NC(=O)COC(=O)CCC(=O)c2ccc(Cl)cc2)cc1	-1.1%	i	2.6%	-0.6%	-8%	-9%	1.1	-27%	0.9	82
O=C(CCn1c(=S)[nH]c2ccccc2c1=O)NCC1CCCO1 (configuration not stated)	-0.2%	i	-1.3%	x	3%	6%	1.1	-11%	-2.8	78
CCC(CCC(=O)NNC(=O)Cc1ccc([N+](=O)[O-])cc1)C(=O)O (configuration not stated)	-0.2%	i	0.1%	x	-16%	-8%	x	-6%	1.8	68
Cc1ccc(C(=O)N(c2c(C)n(C)n(-c3ccccc3)c2=O)C(C)C)cc1	-0.1%	i	1.7%	1.5%	0%	-8%	1.1	-3%	-1.1	33
O=S1(=O)N=C2CCCCCN2C(c2ccc(Br)cc2)N1 (configuration not stated)	-0.1%	i	0.8%	-1.1%	-17%	-8%	1.1	12%	1.7	54
CCC(=O)c1ccc(OCC(=O)Nc2ccc(N3CCOCC3)cc2N2CCOCC2)cc1	-0.2%	x	8.3%	x	-3%	-12%	x	-43%	-1.4	50
c1ccc(CN2CCC(Nc3nc(-c4cccs4)nc4ccccc34)CC2)cc1	0.2%	i	x	-1.9%	15%	x	1.1	-40%	20	33
COc1ccc(C(=O)COC(=O)CNS(=O)(=O)c2ccc(C)cc2)cc1	0.5%	i	-1.5%	0.8%	-2%	-1%	1.2	-21%	1.4	65
COCCCNC(=O)Cc1c(C)c2cc3c(cc2oc1=O)OC(C)(C)CC3	0.2%	x	-2.8%	x	-8%	13%	x	-13%	-1.7	79
CC(C)C(=O)Nc1cccc(C(=O)Nc2cc([N+](=O)[O-])ccc2F)c1	-0.2%	i	-4.7%	-0.9%	-4%	2%	1	-25%	-0.2	89
CSCCC(NC(N)=O)C(=O)Nc1cccc(S(=O)(=O)N2CCOCC2)c1 (configuration not stated)	0.5%	i	1.8%	0.6%	4%	3%	1.1	-17%	1.6	59
CSc1nc2ccccc2n1CC(=O)Nc1c(C)n(C)n(-c2ccccc2)c1=O	-0.1%	i	x	-1.8%	9%	x	1	-20%	1.1	45
O=C(NC1CCS(=O)(=O)C1)c1cccc(S(=O)(=O)N2CCCC2)c1 (configuration not stated)	0.5%	i	0.2%	-0.2%	15%	6%	1.1	-18%	0.6	51
COc1ccc(CNC(=O)C2CCCN(S(=O)(=O)c3ccc4c(c3)CCCN4C(C)=O)C2)cc1 (configuration not stated)	-0.2%	x	2.2%	x	36%	-30%	x	-28%	2.2	66
CCCC(CCC)n1[nH]c(=O)c2c(C)cc(C)nc21	0.2%	i	-7.5%	-1.0%	3%	-51%	1.1	-20%	0.0	60
O=C1C2C3C=CC(C3)C2C(=O)N1c1ccc2ccccc2c1 (configuration not stated)	0.3%	x	-3.6%	x	9%	-13%[20 µM]	x	-6%	-1.0	56
COc1ccc(CN2CCNC(=O)C2CC(=O)N2CCCCO2)c(OC)c1 (configuration not stated)	-0.1%	i	x	-0.8%	9%	4%[20 µM]	1.1	-15%	-1.2	89
COc1ccc(CCNC(=O)CCCCCN2C(=O)[C@@H]3Cc4ccccc4CN3C2=O)cc1OC	-0.1%	x	2.5%	x	15%	-22%	x	-25%	0.7	46

The closing 2 compounds of the part before open the next one.
SMILES	GPR55 beta-arrestin	Yfh1-off respiration	KOR beta-arrestin-1	ER stress rescue	NOD2 inhibition	KOR beta-arrestin-2	TNAP activation fold	NOD1 inhibition	NTR1 agonist	NTR1 agonist cell count 20 µM
COc1ccc(CN2CCNC(=O)C2CC(=O)N2CCCCO2)c(OC)c1 (configuration not stated)	-0.1%	i	x	-0.8%	9%	4%[20 µM]	1.1	-15%	-1.2	89
COc1ccc(CCNC(=O)CCCCCN2C(=O)[C@@H]3Cc4ccccc4CN3C2=O)cc1OC	-0.1%	x	2.5%	x	15%	-22%	x	-25%	0.7	46
O=C(/C=C/c1ccco1)OCC(=O)c1cccc([N+](=O)[O-])c1	-0.1%	x	-0.7%	x	-5%	-31%	x	-16%	1.7	42
O=C(Nc1nc2ccccc2s1)C1CC(=O)N(c2ccc(F)cc2)C1 (configuration not stated)	-0.2%	i	6.1%	2.4%	14%	30%	1	14%	-0.6	93
CC(=O)NC1=NN(C(C)=O)C(C)(CS(=O)(=O)c2ccc(Cl)cc2)S1 (configuration not stated)	-0.2%	i	-4.6%	-3.8%	1%	-18%	1	-29%	-1.6	60
CC(=O)c1cnn(-c2ccccc2)c1C	0.8%	i	2.5%	-1.4%	11%	6%	1	-37%	0.4	52
O=C(c1ccnc(Cl)c1)N1CCCC(Nc2ccc(F)cc2)C1 (configuration not stated)	-0.1%	x	-0.8%	x	-13%	2%	x	-51%	0.2	67
Cc1ccc2cc(C3CC(c4ccco4)=NN3S(=O)(=O)c3ccccc3)c(Cl)nc2c1 (configuration not stated)	-0.5%	i	-4.9%	-2.2%	-7%	26%	1	-29%	-0.2	83
Cc1ccc(S(=O)(=O)N2CCOC2CNC(=O)C(=O)NCc2ccccn2)cc1 (configuration not stated)	0.0%	x	0.2%	x	-13%	-9%	x	-39%	0.9	70
Cc1ccccc1N1CCN(Cc2cccc(C(=O)O)c2)CC1	-0.2%	i	-1.1%	3.6%	-5%	17%	1.2	14%	-0.2	88
O=C(CN1CCc2cc3c(cc2C1)OCCCO3)Nc1ccccc1	0.7%	x	2.9%	x	6%	-24%[20 µM]	x	-26%	-0.3	70
O=C(N/N=C/c1c[nH]c2ccc(Br)cc12)c1ccn(Cc2ccc(Cl)cc2Cl)n1	-0.1%	i	1.2%	-1.3%	-24%	-32%	1	-27%	6.5	34
COc1cc(C2SCC(=O)N2CCCN(C)C)cc(OC)c1OC (configuration not stated)	-0.1%	i	2.1%	-2.6%	8%	-32%	1.1	7%	0.4	41

Printed as active in NOD1 inhibition, of those listed so far:
SMILES	GPR55 beta-arrestin	KOR beta-arrestin-1	NOD2 inhibition	KOR beta-arrestin-2	TNAP activation fold	NOD1 inhibition
O=C(CCl)N(c1ccccc1)C1CCS(=O)(=O)C1 (configuration not stated)	-0.3%	-3.8%	2%	2%	1.1	93%*

Taken from the entries so far, two compounds:
SMILES	GPR55 beta-arrestin	Yfh1-off respiration	KOR beta-arrestin-1	ER stress rescue	NOD2 inhibition	KOR beta-arrestin-2	TNAP activation fold	NOD1 inhibition	NTR1 agonist	NTR1 agonist cell count 20 µM
O=C(/C=C/c1ccco1)OCC(=O)c1cccc([N+](=O)[O-])c1	-0.1%	x	-0.7%	x	-5%	-31%	x	-16%	1.7	42
O=C(Nc1nc2ccccc2s1)C1CC(=O)N(c2ccc(F)cc2)C1 (configuration not stated)	-0.2%	i	6.1%	2.4%	14%	30%	1	14%	-0.6	93
